# Compound activity deposited in PubChem BioAssay by National Center for Advancing Translational Sciences (NCATS).
# aSyn tox rescue: qHTS of alpha-syn Inhibitors: NCGC Sytravon Library Screen; S. cerevisiae alpha-synuclein toxicity rescue, BacTiter-Glo growth, 24 h; Potency, µM (doses to about 46.1 µM), inactives show at the top dose growth rescue (activation), hits mostly activators; 94,000 tested, 0.02% active; active = well fitted activation curve with a large enough effect; inconclusive = small, poorly fitted or top-dose-only effect; also: 0% is about no effect
#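 Growth restoration measured by BacTiter-Glo luminescence after 24 hr at 30 deg C; alpha-synuclein yeast, raffinose-pregrown to mid-log, were added at OD600=0.02 in galactose medium onto pinned compounds.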
# Active calls of the source: *; ? = inconclusive; [ ] = another dose, or the depositor's remark. Potency is read from the fitted curve at half-maximal effect. A portion of the library; rates above refer to the full screens.
SMILES | aSyn tox rescue
CC(C)NC(=O)N(C)C[C@@H]1OCc2cnnn2CCCC(=O)N([C@@H](C)CO)C[C@H]1C | -1.3%
CC1CCN(c2ccc(-c3cccc(NS(=O)(=O)c4cccs4)c3)nn2)CC1 | 5.4%
O=C(CNC(=O)c1ccco1)NCC(=O)OCc1ccc(F)cc1 | 2.3%
CCN(CC(=O)NCc1ccccn1)S(=O)(=O)c1cc(Cl)ccc1Cl | 1.0%
CCOc1ccc(NC(=O)Cn2c(=O)c(CNc3ccccc3)cc3cc4c(cc32)OCCO4)cc1 | -11.7%
COc1ccc(C2CC(c3cccs3)=NN2C(=O)CN2CCCCC2)cc1 (stereo not given) | -4.8%
CCc1c(C)sc2c1CCN(Cc1ccccc1)C2c1ccccc1 (stereo not given) | -23.1%
COc1ccc(-c2ccc(CCC(=O)O)n2-c2ccccc2O)cc1 | 6.3%
Cc1cc(C)c(NC(=O)CCN2CCN(Cc3ccccc3)CC2)c(C)c1 | 9.4%
Cn1nc(C(=O)OCC(=O)c2ccc[nH]2)c2ccccc2c1=O | 5.1%
Cc1cc(Nc2cccc(Cl)c2)nc2ccc(NC(=O)Cc3cccc(C(F)(F)F)c3)cc12 | -24.8%
Cc1sc2ncn(CC(=O)N(C)c3ccc(C(C)C)cc3)c(=O)c2c1S(=O)(=O)N1CCC(C)CC1 | 7.0%
CCCSc1nc2c(c(=O)[nH]1)C(c1ccc(F)cc1F)CC(=O)N2 (stereo not given) | -2.0%
O=C(Cc1ccccc1F)Nc1nc(-c2ccc(F)c(F)c2)cs1 | -24.1%
COc1ccc(-c2nc(-c3ccccc3)ncc2S(C)(=O)=O)cc1 | 6.4%
CN(C)S(=O)(=O)c1cccc(NC(=O)C2CCCN(C(=O)c3ccc(Cl)cc3)C2)c1 (stereo not given) | 0.9%
Cc1c(NC(=O)c2sc3ccccc3c2Cl)cccc1-c1nc2ccccc2o1 | -4.7%
CC1=CC2=NC(=O)/C(=C\c3cccn3CCOc3cccc(C)c3)C(=N)N2O1 | 15.9%
COC(=O)c1nc[nH]c1C(=O)OC | -5.3%
O=C(CCc1nnc(Cc2c[nH]c3ccccc23)o1)NCCC1CCCCO1 (stereo not given) | -10.0%

# (list continues)
SMILES | aSyn tox rescue
Cc1nc2ccc(C(=O)OCC(=O)N(C)c3ccccc3)cc2nc1C | -5.4%
Cc1cccc(NC(=O)CCNS(=O)(=O)c2ccc3c(c2)CCCC(=O)N3)c1C | 5.7%
CCNC(=S)NCc1ccc2[nH]c(C)cc2c1 | -11.4%
NC(=O)CN1C(=O)C2C3CCC(C3)C2C1=O (stereo not given) | -7.3%
COc1ccc(C(=O)NCc2ccc3c(c2)CCN3C(C)=O)c(OC)c1 | -6.3%
COc1cccc(-c2ocnc2C(=O)Nc2ccc3c(c2)CCC3)c1 | 2.7%
Cc1ccc(CNC(=O)CN(C(=O)C2(C)CC(=O)N=C3C=CC=CN32)c2ccccc2F)cc1 (stereo not given) | -10.3%
COc1ccc(NC(=O)Nc2cccs2)cn1 | 7.7%
COc1ccc(NC(=O)CSc2cn(CCNC(=O)c3ccc(OC)cc3)c3ccccc23)cc1 | 8.0%
CC(C)N1CCN(Cc2ccc(C#CC(C)(C)O)s2)CC1CCO (stereo not given) | 8.7%
O=C(COC(=O)/C=C/c1ccc(Cl)cc1)NC1CCS(=O)(=O)C1 (stereo not given) | -5.4%
CCOC(=O)c1ccccc1NC(=O)N(Cc1ccco1)C1CCN(C(C)=O)CC1 | -10.7%
Cc1ccccc1-c1nc(CS(=O)(=O)CC(=O)NCc2ccc(F)cc2)c(C)o1 | -4.1%
CCOC(=O)c1c(C)[nH]c(C)c1S(=O)(=O)N1CCC(C(=O)NCc2ccc(OC)cc2)CC1 | -7.5%
Cc1ccc(CN2C(=O)C(=O)c3cc(Br)cc(C)c32)cc1 | -80.6%[inhibitor]
CCn1cc2nc(SCC(=O)Nc3ccc(C)cc3C)n(Cc3ccc(C)cc3)c(=O)c2n1 | -5.1%
CC1=Nc2ccccc2N=C(NC(=O)/C=C/C(=O)O)C1c1ccccc1 (stereo not given) | 6.2%
CCCc1cnc2c(c1SCC(=O)Nc1c(C)cc(C)cc1C)c(=O)n(C)c(=O)n2C | -3.2%
CCN(CC(=O)Nc1cc(Cl)ccc1C)C(=O)C1CCCCC1 | -1.0%
COC(=O)c1cc2oc(C)cc2n1Cc1c(C)cc(C)cc1C | -7.0%

# (next part)
SMILES | aSyn tox rescue
O=c1oc2ccccc2c2c1nnn2CCO | 6.3%
O=C(CN1C(=O)NC2(CCCC2)C1=O)OCc1ccc(F)cc1 | -1.5%
COc1ccc(CCNC(=S)Nc2ccc(C(C)C)cc2)cc1 | -5.5%
CCc1cc2c(cc3c(=O)n(CC(=O)NCc4cccc(Cl)c4)nc(CC)n32)s1 | 0.7%
Cc1onc(-c2c(Cl)cccc2Cl)c1NC(=O)NC1CCSC1 (stereo not given) | 2.1%
COc1ccc(-c2cc3c(=O)n(CC(=O)Nc4cc(C)ccc4C)ccn3n2)cc1 | 2.6%
CN(C)S(=O)(=O)Nc1cc(F)cc(F)c1 | -1.8%
CC(=O)c1c(C)oc2ccc(N(C(=O)Oc3ccccc3)S(=O)(=O)c3ccc(Cl)cc3)cc12 | -1.7%
CC(C)c1ccc(Nc2c(-c3ccc(N(C)C)cc3)nc3cnccn23)cc1 | 3.6%
O=C(CSc1nc2c([nH]c3ccccc32)c(=O)n1-c1cccc(Cl)c1)N1CCOCC1 | 5.8%
CCc1cc2cc3c(cc2nc1SCC(=O)Nc1c[nH]c(=O)[nH]c1=O)OCO3 | 1.2%
CN(CC(=O)Nc1ccc(F)cc1)C(=O)c1ccccc1Sc1ccccc1C#N | 11.1%
CNc1ncc(C(=O)c2ccc(-c3ccccc3)cc2)s1 | 5.6%
CCc1ccc(N2C(=O)CSC23C(=O)N(Cc2ccc(C)cc2)c2ccccc23)cc1 (stereo not given) | -10.9%
COc1cccc(CNC(=O)C2CCCN(S(=O)(=O)c3ccc4c(ccn4C)c3)C2)c1OC (stereo not given) | 0.1%
C[C@H](CO)N1C[C@H](C)[C@@H](CN(C)C(=O)Nc2cccc(F)c2)Oc2ncc(Br)cc2C1=O | -6.6%
COc1ccc(NC(=O)c2cc3cc(C)ccc3[nH]2)cc1 | -15.5%
COc1ccc(OC)c(CCNC(=O)CCn2c(=O)c3cccn3c3ccc(F)cc32)c1 | 0.0%
CCOc1ccc(NC(=O)c2c(NC(=O)c3ccccc3F)sc3c2CCC3)cc1 | -6.9%
O=[N+]([O-])c1cc(C(F)(F)F)ccc1NCCCN1CCOCC1 | 4.1%

# Part of the list above in a different format:
Compound: O=C(CN1C(=O)NC2(CCCC2)C1=O)OCc1ccc(F)cc1
  aSyn tox rescue = -1.5%
Compound: CCc1cc2cc3c(cc2nc1SCC(=O)Nc1c[nH]c(=O)[nH]c1=O)OCO3
  aSyn tox rescue = 1.2%
Compound: CN(C)S(=O)(=O)Nc1cc(F)cc(F)c1
  aSyn tox rescue = -1.8%
Compound: CC(=O)c1c(C)oc2ccc(N(C(=O)Oc3ccccc3)S(=O)(=O)c3ccc(Cl)cc3)cc12
  aSyn tox rescue = -1.7%

# Continued:
SMILES | aSyn tox rescue
CCCN1CCc2nc(N3CCN(C)CC3)ncc2C1 | 3.3%
COc1cc(OC)cc(C(=O)OCC(=O)N(C)c2ccccc2)c1 | 0.8%
COCCn1c(SCC(=O)c2c[nH]c3ccccc23)nnc1-c1ccncc1 | 3.5%
N#Cc1ccc(CSc2nc3c(c(=O)[nH]2)CCCC3)cc1 | -2.5%
COC(=O)C1=C(c2ccccc2)c2ccccc2S(=O)(=O)N1CC(=O)Nc1cc(C)ccc1C | 4.4%
O=C(COc1ccc2ccc(=O)oc2c1)NCCN1CCOCC1 | -1.6%
C=CCn1c(N2CCOCC2)nc2c1c(=O)[nH]c(=O)n2C | 4.4%
CC1CCN(S(=O)(=O)c2cc(C(=O)NCc3ccc(F)cc3)n(C)c2)CC1 | -4.0%
COc1ccc(C(C(=O)NCc2ccccc2)N(C(=O)Cn2nnc3ccccc32)c2cccc(OC)c2)cc1 (stereo not given) | ?
O=C([C@H](O)c1ccccc1)N1CCC[C@H]1CO | -17.6%
Cc1ccc(Nc2ncc(C(=O)N3CCN(c4ccc(F)cc4)CC3)c3ccccc23)cc1Cl | 24.0%
Cc1ccccc1S(=O)(=O)N(C)C[C@H]1OCc2cnnn2CCCC(=O)N([C@@H](C)CO)C[C@H]1C | 12.6%
Cc1onc(-c2ccccc2)c1C(=O)NC1CC1 | -3.0%
COC(=O)c1ccc(NC(=O)CCc2c(C)nc3c(c2C)c(=O)n(C)c(=O)n3C)cc1 | 4.9%
CCc1ccc(NC(=O)c2ccc3c(c2)N(Cc2ccc(C)cc2)CCS3)cc1 | 3.7%
CNC(=O)CSc1ncnc2c1cnn2-c1ccccc1 | 6.9%
Cc1cnc(NS(=O)(=O)c2ccccc2)c(Br)c1 | -0.1%
Cc1ccnc(N2CCCC(C(=O)Nc3ccc(C)c(C)c3)C2)n1 (stereo not given) | -1.6%
Cn1ccnc1SCC(=O)Nc1cccc([N+](=O)[O-])c1 | -3.9%
Cc1nnc(NC(=O)CSCc2cc(=O)c3cc(Cl)ccc3[nH]2)s1 | 1.3%

# (listing goes on)
SMILES | aSyn tox rescue
COc1ccc(S(=O)(=O)NNC(=O)c2sccc2-n2cccc2)cc1 | 5.1%
Clc1ccc2nc(-c3cccs3)c(Nc3ccc4c(c3)OCCO4)n2c1 | 5.0%
COc1cc(/C=N/NC(N)=S)ccc1OCC(=O)N1CCOCC1 | -1.3%
CCN(CC)CCCNC(=O)CNC(=O)c1nn(-c2ccc(OC)cc2OC)c(=O)c2ccccc12 | 4.8%
Cc1cc(-c2ccc(S(=O)(=O)Nc3ccccc3F)s2)on1 | 10.3%
COc1cc(OC)cc(C(=O)Nc2c(C(=O)Nc3ccc(F)cc3)oc3ccccc23)c1 | 3.3%
O=C1NC(=O)C2(CCCCCCCCCCC2)N1 | 4.2%
CCN(CCCNC(=O)c1cc2c(=O)n(CC)c3ccccc3c2s1)c1ccccc1 | 5.5%
CCN1CCN(C(c2ccccc2)c2sc3nc(-c4ccco4)nn3c2O)CC1 (stereo not given) | -16.3%
Cc1cc(C)c(S(=O)(=O)NCC(c2ccc(N(C)C)cc2)N2CCc3ccccc32)c(C)c1 (stereo not given) | 0.5%
O=C(Cn1c(=O)n(Cc2ccc(C(=O)NCc3ccccc3Cl)cc2)c(=O)c2ccccc21)Nc1ccc(F)c(Cl)c1 | 2.6%
C=CCn1c(=O)[nH]c2cc(C(=O)N3CC=C(c4ccccc4)CC3)ccc2c1=O | -9.4%
O=C(CSc1nnc(CNC(=O)c2ccccc2F)n1-c1ccccc1)Nc1ccccc1F | 0.8%
COCCCNC(=O)c1cc2n(n1)CCCN(Cc1ccc(C)cc1)C2=O | -12.0%
CC1CCN(C(=O)C2CCN(S(=O)(=O)c3cc(Cl)ccc3Cl)CC2)CC1 | 21.3%
COc1nc(N(C)C)nc(N2CC(=O)N(CCNS(=O)(=O)c3ccc(C)cc3)C2=N)n1 | 1.5%
COc1cc(-c2nc(SCC(=O)Nc3ccc(C)cc3)c(-c3ccc(F)cc3)[nH]2)cc(OC)c1OC | 7.8%
CN(C)c1oc(/C=C/c2ccc(F)cc2)nc1C#N | 2.2%
O=C(O)CCn1ncc2ccccc2c1=O | -12.8%
Cc1cc(C)cc(NC(=O)Cn2cc(S(=O)(=O)NC(C)(C)C)c(S(=O)(=O)NC(C)(C)C)c2)c1 | 4.0%

# The results go on.
SMILES | aSyn tox rescue
CCCc1c(C(=O)N/N=C(\C)c2ccc3c(c2)OCO3)nnn1-c1nonc1N | 1.4%
Oc1ccc2c(ccc3[nH]cnc32)c1 | -4.8%
CN(C)c1ncccc1-c1nc2ccccc2s1 | 10.4%
COc1ccc(/C=N/OCC(=O)Nc2nc3ccccc3s2)cc1OC | 16.3%
Cc1ccccc1CSc1nnc([C@@H]2CCCN2)o1 | 6.5%
CC(C)CC(=O)N(Cc1ccccc1)S(=O)(=O)c1ccc2c(c1)oc(=O)n2C | 3.4%
Cc1cc(C)c(Cn2c3ccccc3c3cnn(CC(=O)NCc4ccc(Cl)cc4)c(=O)c32)c(C)c1 | -0.3%
Cc1cc(=O)[nH]c2nnc(SCC(N)=O)n12 | 0.9%
Cc1cc(C(=O)N/N=C/c2ccc(C)s2)n[nH]1 | -6.6%
CCc1ccc(NC(=O)C2CCCN(S(=O)(=O)c3ccc4c(c3)oc(=O)n4C)C2)cc1 (stereo not given) | 7.6%
O=C(CS(=O)c1ccc(F)cc1)Nc1ccccc1Cl (stereo not given) | 2.4%
Cc1ccc(NC(=O)CSc2nnc3scc(-c4ccccc4)n23)cc1 | -4.7%
COc1ccc(OC)c(CNC(=O)c2ccc(NC(=O)c3nsc4ccccc34)cc2)c1 | 3.2%
Cc1ccc(S(=O)(=O)N(C)C)cc1NC(=S)NNC(=O)C(N)=O | 2.0%
Cc1c(C(=O)N2CCCC2)oc2c1-c1[nH]ncc1CC2 | 2.6%
CCNc1nc(Cl)nc(-c2cn(-c3ccccc3)c3ccccc23)n1 | -11.6%
O=C(CCCCN1CCCCC1)c1ccccc1 | -2.1%
Cc1ccc(OCC(=O)Nc2cc(C(=O)O)cc(C(=O)O)c2)cc1C | -23.6%
Cc1ccc(CNC(=O)c2ccc(NC(=O)c3nsc4ccccc34)cc2)cc1 | -3.3%
NC(=O)CNC(=O)c1cccc(Cl)c1 | -10.6%

# Following part.
SMILES | aSyn tox rescue
Cc1ccc(CS(=O)(=O)c2cn(CC(=O)Nc3ccon3)c3ccccc23)cc1 | 0.4%
Cc1cccc(NS(=O)(=O)c2cccc(C(=O)N3CCCC3)c2)c1 | 3.2%
Cc1ccc(Cn2cc(CCC(=O)NCC(C)c3ccccc3)c3ccccc32)cc1 (stereo not given) | -14.4%
CCOc1ccc(-c2nc(CNC(=O)Nc3ccccc3)c(C)o2)cc1 | -9.0%
